ATXN2 expr inh – inhibitors of ATXN2 expression. HEK-293 ATXN2-luciferase reporter, luminescence, 24 h. AID 1745845. 0.72% of 360,000 active. Potency, µM (series often up to 57 µM), without a hit: top-dose activity change, negative = inhibition, most hits filed as inhibitors; also: potency is read from the fitted curve at half-maximal effect; % is scaled to controls: 0 for no effect and ±100 for the full control effect; nearly all actives have a fitted effect of over 55% in size
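ATXN2-luciferase reporter cells (luciferase flanked by upstream and downstream ATXN2 gene portions) were treated 24 h at 37 °C with compounds at up to 57 uM. SteadyGlo luminescence gave expression; GF-AFC fluorescence gave viability.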
Nrf2 activator – Nrf2 pathway activation; 0.31% of 410,000 active; AREc32 ARE-luciferase reporter (MCF7-derived line), luminescence, 24 h; Potency, µM (doses to about 46.1 µM), without a hit: at the highest dose activation, usual class: activators; AID 624171; also: potency is read from the fitted curve at half-maximal effect; % of control where 0% means no effect; nearly all actives have a fitted effect of over 65% in size
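Luminescent ARE reporter assay in AREc32_Fluc cells: overnight plating at 37 deg C, 24 hr compound incubation, Steady-Glo added, 30 min RT before reading.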
MCF10A rerep – DNA re-replication induction in MCF 10a cells | MCF 10A DNA re-replication, Hoechst nuclear intensity, 48 h | Potency, µM (highest dose often 46.1 µM), for the others: at the highest dose activity, positive = re-replication, most hits filed as activators | 2.9% of 350,000 active; also: potency is read from the fitted curve at half-maximal effect; % of control where 0% means no effect; nearly all actives have a fitted effect of over 50% in size
TGFb SMAD3 inh – TGF-b pathway inhibition | HepG2 CAGA-GFP TGF-b/SMAD3 reporter, GFP fluorescence, 18 h; TGF-beta stimulated, 500 pg/mL final | Potency, µM (top dose mostly 46.1 µM), inactives show at the top dose activity, negative = inhibition, hits mostly inhibitors | AID 588855 | 1.2% of 410,000 active; also: potency is read from the fitted curve at half-maximal effect; % is scaled to controls: 0 for no effect and ±100 for the full control effect; nearly all actives have a fitted effect of over 65% in size
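Per well, imaged GFP fluorescence of HEPG2 CAGA-GFP cells gives the signal; cells get compound, then TGF-beta (500 pg/mL final), 18 h at 37 degrees C; %Activity versus -TGF-beta and +DMSO controls.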
Nrf2 inh – Nrf2 pathway inhibition. 2.1% of 360,000 active. Potency, µM (titrated, usually from 46 µM), for inactives: at the top dose activity change, negative = inhibition, hits mostly inhibitors. A549 ARE-Fluc reporter, luciferase luminescence, 18-24 h. AID 504444; also: potency is read from the fitted curve at half-maximal effect; % is scaled to controls: 0 for no effect and ±100 for the full control effect; nearly all actives have a fitted effect of over 60% in size
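Concentration-response testing used A549 ARE_Fluc cells at 5000 cells/well. Following an 18-24 h compound incubation, viability was read by fluorescence (Ex 405/Em 525) and luciferase output by luminescence.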
IL1B secr inh – inflammasome signaling inhibition, IL-1 beta readout | THP-1 LPS/ATP IL-1B secretion, AlphaLISA, 16 h; stronger effect = lower value | activity change, % at 57.5 µM | 4.7% of 360,000 active | AID 743279; in the data active = activity change below about -50%; inconclusive = mostly about -30% to -49%; also: % is scaled to controls: 0 for no effect and ±100 for the full control effect
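THP-1 cells pretreated 1 hr with compounds (up to 57.5 uM final), then stimulated with LPS (250 ng/mL final) plus ATP (1.25 mM final); secreted IL-1B measured by AlphaLISA after 16 hr, decreased signal indicating inhibition.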
HepG2 viability – kills HepG2 cells in TGF-b inhibitor counter-screen | 0.76% of 410,000 active | HepG2 CAGA-GFP viability, ATP luminescence, 18 h | Potency, µM (top dose mostly 46.1 µM), for inactives: top-dose activity change, negative = cytotoxicity, actives largely listed as cytotoxic; also: potency is read from the fitted curve at half-maximal effect; some results filed as inactive show a strong effect at the top dose
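CellTiter-Glo luminescence gave cytotoxicity after 18 hours at 37 degrees C. The cells were HepG2 CAGA-GFP in 1% FBS DMEM, stimulated with 500 pg/mL TGF-beta after compound addition. %Activity was normalised to no-cell wells (complete cell-killing) and DMSO (no toxicity), and curves were fitted and classified.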
ATXN viability – cell viability loss in ATXN counter-screen. S2 cells (HEK-293 line with an ATXN2-luciferase reporter) viability, CellTiter-Fluor protease fluorescence, 24 h. 0.49% of 400,000 active. AID 651635. Potency, µM (titrated, usually from 56.7 µM), most hits filed as cytotoxic; also: potency is read from the fitted curve at half-maximal effect; nearly all actives have a fitted effect of over 40% in size
A549 tox – counter-screen for Nrf2 inhibitors: cytotoxicity in A549 cells; Potency, µM (titrated, usually from 46 µM), for inactives: at the top dose activity change, negative = cytotoxicity, most hits filed as inhibitors; A549 ARE-Fluc cells, CellTiter-Fluor viability, 18-24 h; AID 504648; 0.16% of 390,000 active; also: potency is read from the fitted curve at half-maximal effect; % is scaled to controls: 0 for no effect and ±100 for the full control effect
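A549 ARE_Fluc cells in 5% FBS OPTI-MEM were exposed to compounds in concentration-response for 18-24 h at 37 deg C. Viability was read by CellTiter-Fluor fluorescence (Ex 405/Em 525) after 30 min, before the luciferase read.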
* marks the source's active call; other numbers are inactive results; i = inactive; ? = inconclusive; · = no result given; & = joins results of further samples; [ ] = dose if it differs, or a comment. Unless noted, calls follow the shape of the dose curve; as a rule, active = well fitted curve in the direction sought with a large enough effect; inconclusive = small, poorly fitted or top-dose-only effect, or another doubt; inactive = no such curve, though single readings can be large; an effect the other way counts as inactive or inconclusive. Random draw from the library. Share with any hit: about 8.8%.

compound | ATXN2 expr inh | Nrf2 activator | MCF10A rerep | TGFb SMAD3 inh | Nrf2 inh | IL1B secr inh | HepG2 viability | ATXN viability | A549 tox
Cc1nc2sc(C(c3ccc(Cl)cc3)N3CCN(CCO)CC3)c(O)n2n1 (stereo not given) | -30.4% | -0.6% | -0.1% | -10.3% | -8.5% | -26.3 | -14.1% | i | -12.1%
Cc1ccc(N2C(=O)Nc3cc(Cl)c(Cl)cc3N2O)cc1Cl | -21.7% | 0.6% | 2.2% | 20.2% | -3.7% | 0.3 | 15.5% | i | 1.9%
Cc1ccc(S(=O)(=O)N2CCC(=O)N(CCOC(=O)Nc3ccccc3C)CC2)cc1 | 4.6% | -0.3% | 7.3% | -10.4% | -21.9% | -1.8 | -5.0% | i | -4.0%
O=C(N/N=C/c1cccc(O)c1)c1cc(C2CC2)nc2ccccc12 | 6.1% | 2.2% | ? | 27.0% | -14.2% | 49.4 | -5.4% | i | -5.9%
CCC(C)NC(=O)C1CCC(CNS(=O)(=O)c2ccc3c(c2)CC(C)N3C(=O)C2CC2)CC1 (stereo not given) | -3.1% | 2.1% | -0.2% | -4.8% | -8.2% | ? | -3.7% | i | 2.3%
O=c1c2ccccc2nc2n1C(CSCc1ccc(Cl)cc1)CS2 (stereo not given) | -20.5% | -0.3% | 5.3% | ? | · | -12.0 | -3.2% | i | -23.0%
CCOc1ccc(NC(=O)CN(C)C(=O)CCN2C(=O)C3CC=CCC3C2=O)cc1OCC (stereo not given) | 1.5% | -0.6% | 7.3% | -2.0% | 9.9% | -15.0 | 7.1% | i | -3.7%
c1ccc2c(c1)OCCc1c-2[nH]c2ccccc12 | 2.5% | 8.6% | 8.0% | 0.0% | 7.7% | 0.1 | -19.2% | i | 1.1%
N#Cc1ccccc1OCC(=O)OCC(=O)NC1CCS(=O)(=O)C1 (stereo not given) | · | -0.1% | -0.3% | 21.9% | 0.7% | 17.3 | 3.7% | i | -5.6%
O=C(COC(=O)c1cccc(C(F)(F)F)c1)NC(=O)NC1CCCC1 | -14.2% | 2.5% | 6.5% | -22.0% | 2.1% | -8.0 | -26.9% | i | 0.0%
O=C(CN1CCOCC1)Nc1cccc([N+](=O)[O-])c1 | 4.9% | 0.3% | 3.8% | 5.3% | 4.9% | -9.1 | -2.3% | i | 1.1%
S=c1[nH]nc(-c2cc(-c3ccco3)[nH]n2)n1-c1ccccc1Cl | 2.8% | 17.7% | -2.7% | 25.4% | -24.1% | 51.8 | -28.1% | i | 0.9%
CC(OC(=O)CN(C)S(=O)(=O)c1ccc(Cl)cc1)C(=O)Nc1ccc(N2CCOCC2)cc1 (stereo not given) | 11.1% | -0.5% | 24.5% | 0.0% | ? | 6.9 | -0.8% | ? | 2.6%
CCOC(=O)Cn1c(=O)n(CC(=O)OCC)c2ccccc21 | -16.5% | -0.7% | 3.7% | -3.9% | -2.4% | -9.1 | -18.4% | i | -3.7%
Cc1ccc(N(CC(=O)N2CCOCC2)S(C)(=O)=O)cc1Cl | -43.8% | 0.6% | 3.5% | 4.4% | -20.8% | -0.6 | 25.6% | i | -0.7%
O=C(NC1CCCCC1)N1CCCCCCC1 | 14.3% | 3.6% | 1.0% | 13.1% | 15.0% | 9.9 | -2.2% | i | 5.5%
CC(C)(C)c1ccc(C(=O)CSc2n[nH]c(=O)[nH]c2=O)cc1 | 9.4% | 3.0% | 14.3% | 3.8% | -3.9% | 32.1 | -3.5% | i | 0.7%
O=C(Nc1cccc(Br)c1)c1ccccc1-c1ccccc1 | -16.4% | -0.6% | ? | -29.1% | -5.1% | -19.3 | -18.3% | i | 0.3%
COc1ccc(N2CCN(C(=O)Oc3ccc([N+](=O)[O-])cc3)CC2)cc1 | -16.6% | -0.6% | · | · | · | -18.0 | · | i | ·
C=CCn1c2ccccc2c2nn(C)c(=S)nc21 | -23.4% | 10.7% | -5.1% | -0.8% | -0.6% | -4.9 | -18.0% | i | 0.7%
Cc1cccc(C)c1NC(=O)CN(C)C(C)C(=O)NCC(=O)Nc1ccc(F)c(F)c1F (stereo not given) | -9.6% | 2.2% | 15.0% | 12.6% | -11.8% | 30.8 | 4.6% | i | 4.2%
NS(=O)(=O)c1ccc(S(=O)(=O)N2CCCC2)cc1 | 1.2% | -0.2% | -5.6% | -0.7% | 17.4% | -5.7 | -1.4% | i | -5.5%
O=C(/C=C/c1ccccc1)Oc1ccc(C(=S)N2CCOCC2)cc1 | -6.3% | -0.6% | -3.1% | 3.6% | 4.8% | 5.0 | 0.0% | i | 4.2%
O=C(NCc1nc2ccccc2[nH]1)C1=C[C@H](c2ccc(Br)cc2)C[C@H](OCc2ccc(CO)cc2)O1 | -18.2% | 3.1% | 23.8% | -8.8% | ? | -22.9 | 0.4% | ? | -19.5%
O=C(NCC1CCCO1)c1c(O)c2cccc3c2n(c1=O)CCC3 (stereo not given) | -4.0% | 0.1% | 5.5% | -2.0% | ? | 3.8 | 11.6% | i | -4.2%
CC1(C(=O)NCc2cccs2)Cc2c(-c3ccccc3)ccnc2O1 (stereo not given) | -13.7% | 3.9% | · | 11.6% | · | 35.1 | -10.7% | i | ·
COc1ccc(NC(=S)N2CCCC2)cc1 | 17.4% | 1.9% | -0.4% | -5.5% | 29.6% | 1.9 | 2.0% | i | 0.3%
CC1=C(C(=O)OC(C)(C)C)C(c2ccco2)C(C#N)=C(N)O1 (stereo not given) | -14.7% | 4.7% | 20.1% | ? | 1.3% | -22.7 | -25.1% | i | ?
CC(=O)N1CCC(C(=O)c2ccc(Cl)cc2)CC1 | 10.1% | -0.2% | 17.2% | -11.9% | 2.1% | -19.1 | -20.9% | i | 6.6%
Cc1ccc(C)c(Oc2cc(NN3CCCCC3)c([N+](=O)[O-])cc2[N+](=O)[O-])c1 | 2.8% | -0.3% | 19.1% | -4.1% | -14.4% | 6.7 | 0.6% | i | -0.8%

Some values from the results shown.
O=C(Nc1cccc(Br)c1)c1ccccc1-c1ccccc1 in A549 tox → 0.3%
C=CCn1c2ccccc2c2nn(C)c(=S)nc21 in MCF10A rerep → -5.1%

Remaining list, next part
compound | ATXN2 expr inh | Nrf2 activator | MCF10A rerep | TGFb SMAD3 inh | Nrf2 inh | IL1B secr inh | HepG2 viability | ATXN viability | A549 tox
CCOc1ccccc1NC(=O)NC(=O)N(C)S(C)(=O)=O | · | 0.0% | -0.4% | -10.4% | 0.9% | 20.2 | -9.7% | i | -2.0%
COc1cnc(-c2ccccc2)nc1OC | 16.7% | 3.2% | -1.7% | 1.5% | 0.0% | 15.5 | -12.0% | i | -0.1%
COc1ccc(OC)c(-n2c(CNC3CCN(Cc4ccccc4)CC3)nc3ccccc3c2=O)c1 | -3.1% | -0.6% | -4.2% | 28.9% | · | ? | -10.1% | ? | -21.4%
Cc1ccc(-c2cn3c(=O)cc(C)[nH]c3n2)cc1 | -24.5% | 0.2% | -0.1% | -3.2% | 5.8µM* | 4.6 | -2.2% | i | -15.3%
Cc1cc2nc(CSc3ccccc3)cc(=O)n2[nH]1 | -12.5%[11.3 µM] | 1.9% | -1.3% | 9.9% | 1.3% | -3.5 | -13.1% | i | 0.1%
COCCNC(=O)c1ccc(-c2nc(CS(=O)(=O)c3ccccc3)c(C)o2)cc1 | -8.3% | 0.3% | · | ? | 9.9% | · | -8.6% | i | 8.9%
CC1=NC(C(F)(F)F)(C(F)(F)F)C(C#N)=C(C)N1 | -3.6% | -0.4% | 0.6% | -12.0% | -10.5% | 30.3 | 2.9% | i | -14.8%
COc1ccc(OCCC(=O)NCC23CC4CC(CC(C4)C2)C3)cc1 | 2.4% | 0.5% | ? | -10.1% | ? | -19.9 | -13.7% | i | 0.4%
O=C(Nc1nnc(S(=O)(=O)N2CCOCC2)s1)c1cccc(Br)c1 | -21.7% | 2.3%&5.7% | -29.1% | ? | ? | 11.2 | -13.6%&-39.3% | i | -12.2%&4.1%
N/C(=N\NC(=O)Nc1ccccc1)c1ccccn1 | 56.2%[activator] | 4.0% | ? | 10.8% | ? | -13.8 | 2.5% | i | 6.8%
Cc1ccccc1CSc1nc(C(C)(C)C)cc(=O)[nH]1 | 3.6% | 4.8% | -18.7% | -4.6% | 15.5% | 19.6 | -6.5% | i | 2.4%
COc1nnc(-c2ccc(N3CCCCC3)c(NC(=O)C3CCCCC3)c2)c2ccccc12 | 0.3% | -0.4% | -3.3% | ? | -13.8% | 66.1 | -46.1% | i | -1.5%
COc1ccccc1-c1nn(CCC(=O)Nc2cccc(C(C)=O)c2)c2nc(C)cc(C)c12 | ? | -1.1% | · | -23.9% | -15.3% | · | -18.8% | i | -4.9%
COc1ccc(NC(=O)C(NC(=O)/C=C\c2ccc3c(c2)OCO3)c2ccc(C)cc2)cc1 (stereo not given) | -14.6% | -0.3% | · | 9.0% | 3.2%[9.27 µM] | · | 0.4% | i | 7.6%
CC1=CC2=NC(=O)/C(=C\c3cc(C)n(-c4ccccc4F)c3C)C(=N)N2O1 | -1.2% | 0.3% | -8.3% | 6.0% | -0.2% | -22.1 | -7.9% | i | -0.6%
CCOc1ccccc1Nc1ncnc2c1cnn2-c1ccccc1 | -22.4% | 5.5% | 3.0% | -1.0% | 2.5% | -7.9 | -20.1% | i | 0.7%
O=C(NCc1ccccn1)C1CCCN(S(=O)(=O)c2cccc3nsnc23)C1 (stereo not given) | -6.1% | -0.1% | -3.0% | 0.0% | 5.9% | 5.4 | 9.8% | i | -7.2%
